# TNAP inh hi DEA: blocks human TNAP under high phosphate acceptor concentration; purified TNAP, CDP-star luminescence, 1 M DEA; P05186; inhibition, % at 20 µM; hit rate 0.03% among 200,000;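 active = over 50% inhibition of tissue-nonspecific alkaline phosphatase at 20 µM in the single-dose screen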;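 also: plate controls were DMSO wells for no effect and EDTA-quenched wells as full inhibition for full effect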
# NF-kB neuron act: raises NF-kB expression in human neuronal cells. NF-kB reporter expression; hits give high values. fold change at 12.5 µM. hit rate 1.6% among 190,000; in the data active = fold change above about 3.3
# APP 5'UTR act: activates APP 5'UTR luciferase reporter. SH-SY5Y APP 5'UTR luciferase reporter, luminescence; zero percent = DMSO vehicle wells. activation, % at 2 µM. hit rate 1% among 190,000. AID 1276;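 active = activation above a set limit, based on mean plus 3 SD of controls, cut at about 140% in these data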; also: values of inactives mirror those of a sister screen read the other way
# TNAP inh noacc: TNAP (human) inhibition, acceptor-free conditions. P05186. purified TNAP, CDP-star luminescence, 30 min. inhibition, % at 20 µM. hit rate 0.26% among 200,000. AID 1012;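 active = tissue-nonspecific alkaline phosphatase inhibition above about 50% at 20 µM in the single-dose screen, limit read from the data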;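 also: 0% = DMSO negative control and 100% = EDTA positive control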
# TNAP act hi DEA: increases human TNAP activity under high phosphate acceptor concentration | P05186 | purified TNAP, CDP-star luminescence, 1 M DEA, 30 min; hits give high values; 0 = EDTA background, 1 = DMSO-only activity | 200,000 tested, under 10 active | AID 1136 | activation factor at 20 µM;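 active = activation factor at least 2 at 20 µM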
#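 Assay system: human TNAP; Input: enzyme diluted 1/800 final; Reagent: CDP-star luminogenic substrate at 100 µM final; Timing: 30 min, room temperature; Signal: luminescence; Evaluation: TNAP activation factor scaled between EDTA and DMSO control wells.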
# bIAP act: increases bovine intestinal alkaline phosphatase activity; purified bovine IAP, CDP-star luminescence, 30 min; hits give high values; fold of DMSO-control signal, blank-subtracted; activation factor at 20 µM; hit rate 0.17% among 200,000;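 active = activation factor of 2 or more at 20 µM, a signal rise over negative controls twice the positive control's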
# FLuc stim CS: affects firefly luciferase, flagging false hits in luciferase stimulation screens; P08659; ATPlite luciferase biochemical, luminescence, 10 min; 0 = ATP-free wells, 1 = DMSO control; activation factor at 10 µM; 200,000 tested, under 10 active;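 active = luciferase activation factor, scaled between plate controls, of at least 2 with compound at 10 µM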
#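 assay system = Luciferase/luciferin detection reagent, cell-free biochemical luciferase assay | also added = ATP substrate | times = 10 min post-reagent at room temperature | measured by = luminescence from luciferase reaction | measure = luciferase activation, seen as luminescence increase over controls | benchmarks = low control with PBS replacing ATP, high control enzyme plus ATP without compound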
# PMI act: phosphomannose isomerase (human) activation. purified human PMI, coupled resazurin fluorescence, 20 min; hits give high values; 1 = vehicle control, 0 substrate-free wells. activation factor at 20 µM. hit rate 0.005% among 190,000;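 active = activation factor of 2 or more at 20 µM, relative to plate controls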
# Target sequence (P34949 whole entry, looked up): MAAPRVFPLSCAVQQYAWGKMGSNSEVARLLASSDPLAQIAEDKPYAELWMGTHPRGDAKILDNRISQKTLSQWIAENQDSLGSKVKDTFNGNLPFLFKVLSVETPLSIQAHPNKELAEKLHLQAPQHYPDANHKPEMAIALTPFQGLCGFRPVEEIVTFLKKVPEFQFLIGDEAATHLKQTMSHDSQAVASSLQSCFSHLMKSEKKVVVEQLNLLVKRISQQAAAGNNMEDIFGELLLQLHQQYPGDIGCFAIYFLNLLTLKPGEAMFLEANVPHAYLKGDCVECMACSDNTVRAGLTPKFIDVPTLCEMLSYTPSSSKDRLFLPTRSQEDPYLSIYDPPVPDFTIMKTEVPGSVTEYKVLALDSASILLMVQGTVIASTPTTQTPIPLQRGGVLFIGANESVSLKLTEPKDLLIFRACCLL
# PMI act hi M6P: PMI (human) activation, high substrate. P34949. coupled PMI enzyme assay, resazurin fluorescence, 20 min; hits give high values; 1 = untreated enzyme, 0 = substrate-free blank. activation factor at 20 µM. hit rate 0.34% among 190,000. AID 1216;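 active = activation factor of 2 or more at 20 µM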
#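 Test system: human phosphomannose isomerase with PGI, G6PDH, diaphorase coupling enzymes; Amount: PMI at 15 ng/mL final; Reagent: Mannose-6-phosphate 1.0 mM (near-saturating) plus 0.22 mM NADP+; Timing: 20 min, room temperature; Technique: resorufin fluorescence at Ex 544/Em 590 nm; Dosing: 20 µM single dose.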
# FLuc inh counter: Photinus pyralis luciferase inhibition counter-screen. P08659. ATPLite firefly luciferase biochemical luminescence, 10 min. inhibition, % at 10 µM. hit rate 1.5% among 200,000. AID 1006;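 active = inhibition above about 50% when tested at 10 µM, limit read from the data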
# An asterisk follows results filed as active; . = no result given.
SMILES,TNAP inh hi DEA,NF-kB neuron act,APP 5'UTR act,TNAP inh noacc,TNAP act hi DEA,bIAP act,FLuc stim CS,PMI act,PMI act hi M6P,FLuc inh counter
O=C(CN1C(=O)C2CC=CCC2C1=O)Nc1nc2ccccc2s1 (stereo not drawn),-5,1.2,15,-13,1,1.1,1,1.1,1.1,1
COc1ccc(CCCc2nnc(SCC(=O)NN)o2)cc1,-3,1.2,-18,1,1,1.2,1.1,1,1,-5
O=C(NCCN1CCCCCC1)c1ccc(N2CCCC2=O)cc1,-7,1.2,3,-8,1.1,1.1,1.1,1,1,-10
O=c1[nH]c(CN2CCN(c3ccccc3O)CC2)nc2ccccc12,-3,1.1,0,4,1,1,1.1,0.9,0.7,-5
COC(=O)N1CC(c2ccccc2)CC1=O (stereo not drawn),0,1.1,7,-11,1,0.8,1.1,0.9,0.9,-6
O/N=C(/CN(O)/C=C1/C=CC=N1)c1cccs1,-3,1.4,6,-8,1,0.9,1.1,0.9,1,-6
O=C(NCC(=O)N(Cc1cccs1)C(C(=O)NC1CCCC1)c1ccncc1)c1ccco1 (stereo not drawn),-7,1,9,-15,1.1,1.1,1.1,0.8,0.9,-6
COC(=O)CC(=O)CSc1nc2c(cc1C#N)CCC2,-6,1.5,-15,-12,1.1,1,0.9,1,1.1,13
O=C(CSCc1ccc(Br)cc1)N1CCOCC1,-1,1.3,12,-9,1,0.9,1,1,1,3
Cc1ncc(N=Nc2ccccc2)c(-c2ccccc2)n1,0,0.98,-4,-5,1,1,0.9,0.9,1,12
Oc1ccccc1-c1nc(N2CCN(Cc3ccccc3)CC2)c2ccccc2n1,-1,1.2,-9,-7,1,0.9,1,0.9,0.9,-4
C/C(N)=C(/C#N)C(=O)CSc1nc2ccccc2n1CC(C)C,5,0.96,-15,2,1,0.8,1,0.8,0.8,-3
COc1ccc(-n2cc(-c3ccccc3)c3c(=O)[nH]cnc32)cc1,0,1.2,-3,1,1,0.8,1,0.9,0.9,-4
COc1ccc(CCNC(=O)c2ccc(CN3CCOCC3)cc2)cc1,-5,1.4,3,-13,1,1.1,1,1,1.1,0
C=CCn1c(SCc2c(C)noc2C)nnc1C1COc2ccccc2O1 (stereo not drawn),-2,1.3,2,-2,1,1,1.1,1,1,-9
CCC(C)NC(=O)Nc1ccc2c(c1)N(C)C(=O)c1ccccc1S2 (stereo not drawn),-11,0.71,9,-61,1.1,3.6*,1.1,0.9,0.9,-6
Cc1ccc(NC2=C(Cl)C(=O)OC2OC(=O)c2ccc(C)cc2)cc1 (stereo not drawn),-2,0.95,32,-8,1,0.8,1.1,1,1,-8
O=C(/C=C/c1ccccc1)NNC(=O)c1cccc(Cl)c1,-3,0.87,-5,-44,1,1,1.1,0.9,0.8,-6
CCC(C)NC(=O)c1ccccc1NC(=O)CN(c1cc(C)ccc1OC)S(C)(=O)=O (stereo not drawn),-8,0.94,4,-2,1.1,1,1,1,1.1,-3
COCCN1Cc2cccc(C(=O)Nc3c(C)cccc3C)c2C1=O,-1,0.84,8,-14,1,1,1,0.9,1,-4

# 13 structures from above, sorted by count of non-hydrogen atoms, falling:
SMILES,TNAP inh hi DEA,NF-kB neuron act,APP 5'UTR act,TNAP inh noacc,TNAP act hi DEA,bIAP act,FLuc stim CS,PMI act,PMI act hi M6P,FLuc inh counter
O=C(NCC(=O)N(Cc1cccs1)C(C(=O)NC1CCCC1)c1ccncc1)c1ccco1 (stereo not drawn),-7,1,9,-15,1.1,1.1,1.1,0.8,0.9,-6
CCC(C)NC(=O)c1ccccc1NC(=O)CN(c1cc(C)ccc1OC)S(C)(=O)=O (stereo not drawn),-8,0.94,4,-2,1.1,1,1,1,1.1,-3
Oc1ccccc1-c1nc(N2CCN(Cc3ccccc3)CC2)c2ccccc2n1,-1,1.2,-9,-7,1,0.9,1,0.9,0.9,-4
C=CCn1c(SCc2c(C)noc2C)nnc1C1COc2ccccc2O1 (stereo not drawn),-2,1.3,2,-2,1,1,1.1,1,1,-9
COc1ccc(CCNC(=O)c2ccc(CN3CCOCC3)cc2)cc1,-5,1.4,3,-13,1,1.1,1,1,1.1,0
COCCN1Cc2cccc(C(=O)Nc3c(C)cccc3C)c2C1=O,-1,0.84,8,-14,1,1,1,0.9,1,-4
COc1ccc(-n2cc(-c3ccccc3)c3c(=O)[nH]cnc32)cc1,0,1.2,-3,1,1,0.8,1,0.9,0.9,-4
C/C(N)=C(/C#N)C(=O)CSc1nc2ccccc2n1CC(C)C,5,0.96,-15,2,1,0.8,1,0.8,0.8,-3
COc1ccc(CCCc2nnc(SCC(=O)NN)o2)cc1,-3,1.2,-18,1,1,1.2,1.1,1,1,-5
O=C(/C=C/c1ccccc1)NNC(=O)c1cccc(Cl)c1,-3,0.87,-5,-44,1,1,1.1,0.9,0.8,-6
COC(=O)CC(=O)CSc1nc2c(cc1C#N)CCC2,-6,1.5,-15,-12,1.1,1,0.9,1,1.1,13
O=C(CSCc1ccc(Br)cc1)N1CCOCC1,-1,1.3,12,-9,1,0.9,1,1,1,3
O/N=C(/CN(O)/C=C1/C=CC=N1)c1cccs1,-3,1.4,6,-8,1,0.9,1.1,0.9,1,-6

# More compounds
SMILES,TNAP inh hi DEA,NF-kB neuron act,APP 5'UTR act,TNAP inh noacc,TNAP act hi DEA,bIAP act,FLuc stim CS,PMI act,PMI act hi M6P,FLuc inh counter
COC(=O)c1nn(-c2ccccc2)c(=O)cc1Oc1ccccc1,-10,1.1,.,-14,1.1,0.9,1.1,1,1,-6
CCCS(=O)(=O)n1nc(-c2ccc(C)cc2)cc1N,-1,1.2,-1,-10,1,1,1,1,0.9,2
N#CC1=C(N)NC(=S)C(C(N)=O)C1c1ccc(Cl)cc1Cl (stereo not drawn),-2,1.1,-14,-2,1,1,1,0.9,0.8,-4
c1ccc(CSc2ccc(-c3cccnc3)nn2)cc1,-2,2.5,36,7,1,1,0.6,1,0.9,40
COc1ccc(OCC(O)CN2C(=O)NC(C)(C)C2=O)cc1 (stereo not drawn),-2,1.6,-9,-9,1,0.7,1.1,1,1,-7
COCCNC(=S)N/N=C(\C)c1cccc([N+](=O)[O-])c1,0,0.96,13,-9,1,1,1.1,0.9,1.1,-6
Cc1ccc(OS(=O)(=O)c2cn(C)c(=O)n(C)c2=O)cc1C,-7,1.2,11,-12,1.1,1,1,1.1,1.1,3
Cc1ccccc1-c1nnc(SCC(=O)Nc2ccc3c(c2)OCCO3)n1N,-10,1.1,-1,-9,1.1,0.9,1.1,1,1.1,-8
CCOC(=O)/C(C)=N/NC(=O)c1cccc([N+](=O)[O-])c1,1,1.1,9,2,1,1.1,1.1,0.9,0.9,-5
CCOc1ccc(NC(=O)CNC(=O)c2cccs2)cc1,-5,1.2,10,-10,1.1,0.9,1.1,1,1.1,-9
COc1ccc(NC(=O)CN2CCN(c3ccccc3Cl)CC2)cc1,-2,0.99,1,-8,1,1,1.1,1,1,-7
O=C1NCCN1c1ccc(CN2CCN(C3CCCCC3)C(CCO)C2)cc1 (stereo not drawn),-1,1.5,-7,1,1,1,1.1,0.9,0.9,-5
O=C(COc1ccc(-c2nnco2)cc1)N1CCN(S(=O)(=O)c2ccc3ccccc3c2)CC1,-5,1,-11,-9,1.1,1,1,1.1,1.1,-5
COc1ccc(OC)c(/C=C2\S/C(=N/NC(=O)c3ccc4ccccc4c3)NC2=O)c1,16,1,-12,-73,0.8,0.4,1,0.9,1.1,-3
Cc1cccc2cc(CN(Cc3ccccc3)C(=O)c3cccc(F)c3)c(Cl)nc12,-2,0.89,18,3,1,1,1,0.9,0.8,-3
CC(=O)Cc1nsc(NC(=O)C2Cc3ccccc3C(=O)O2)n1 (stereo not drawn),-2,1.1,3,-18,1,1,1,1.1,1.1,-4
COC(=O)C1=C(C)N(C)C(C)=C(C(=O)OC)C1c1ccccn1,-6,0.78,8,-12,1.1,1,1,1,0.9,-2
Cc1cc(=O)oc(C)c1C(=O)Nc1ccc2nsnc2c1,-3,1.8,1,-7,1,0.9,1.1,1,1,-8
C=CCn1c(-c2ccccc2[N+](=O)[O-])n[nH]c1=S,-4,1.2,7,0,1,1.2,1,1,1,0
CC1CCCC(C(=O)OCc2ccccc2)N1 (stereo not drawn),-3,1.1,22,-9,1,0.9,1.1,1.1,1,-7
NNc1nc(-c2ccccc2Cl)nc2sc3c(c12)CCCC3,4,3.3*,50,-14,1,0.7,0.2,0.8,0.9,82*
CCOC(=O)COc1ccc(CCNC(C)=O)cc1,-1,1.1,-6,-9,1,0.9,1,1.1,1.1,3
COc1ccc(NC(=O)c2ccco2)cc1N,-5,0.88,16,-3,1,1,0.8,1,0.4,15
